# MEKK2mut PB1 HTS = signal of MEK5 binding to mutant human MEKK2 PB1 domain | bead flow cytometry, Alexa488-MEK5 binding to MEKK2 mutant | percent response, % at 10 µM | 290,000 tested, 0.35% active; in the data active = percent response above about 24%, passing the limit was not always enough; note: inactives centre near 1; some results filed as inactive read as strong as hits
# GalR3 antagonist = human GalR3 antagonism | inhibition, % at 3 µM | O60755 | HEK293 GalR3-CNG cAMP membrane potential fluorescence; galR3 body fused to GalR1 C-terminus | 360,000 tested, 0.44% active;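 active = inhibition above the screen-wide average plus 3 SD, cut at about 13% in these data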;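 note: forskolin and galanin both at EC90 stimulate the cells; cAMP rise reported by CNG channel membrane potential dye signal; 0% = forskolin plus galanin with DMSO and 100% = forskolin alone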
# OXTR potentiator = potentiators of human oxytocin receptor. P30559. CHO-OTR cells, Fluo-8 calcium fluorescence, potentiator mode; 0% = oxytocin EC15, 100% = EC100. activation, % at 3 µM. 320,000 tested, 0.061% active. AID 2445;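 active = activation above that plate's cutoff, the mean activation of tested compounds plus 3 SD, cut at about 6.6% in these data, passing the limit was not always enough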;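 note: 100% uses oxytocin at 75 nM as the full agonist control; some results filed as inactive read as strong as hits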
# Target sequence (P30559 whole entry, looked up): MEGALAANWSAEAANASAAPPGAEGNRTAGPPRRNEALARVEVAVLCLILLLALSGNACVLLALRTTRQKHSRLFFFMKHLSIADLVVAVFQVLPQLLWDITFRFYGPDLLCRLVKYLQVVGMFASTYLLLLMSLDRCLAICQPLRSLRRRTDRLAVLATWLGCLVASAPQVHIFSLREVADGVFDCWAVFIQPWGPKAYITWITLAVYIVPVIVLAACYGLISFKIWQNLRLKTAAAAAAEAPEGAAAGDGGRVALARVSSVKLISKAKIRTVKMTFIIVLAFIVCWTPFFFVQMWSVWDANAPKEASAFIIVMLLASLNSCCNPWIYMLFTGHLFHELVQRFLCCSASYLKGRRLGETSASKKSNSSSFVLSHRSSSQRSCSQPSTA
#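 Material: CHO-OTR cells, human receptor; compound dosing: single dose, 3.0 µM nominal final compound concentration; schedule: 6 min compound pre-incubation at room temperature, 100 s kinetic read; measured by: kinetic Fluo-8 calcium fluorescence; read-out basis: % activation vs EC15 and EC100 oxytocin; controls: EC15 oxytocin alone as 0%, 75 nM oxytocin as 100%; replicates: singlicate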
# OXTR ag = human OXTR agonism | CHO-OTR cells, Fluo-8 calcium fluorescence; normalized: DMSO 0%, oxytocin 100% | activation, % at 3 µM | 320,000 tested, 0.32% active | AID 2435;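 active = activation above the mean of all tested compounds plus 3 SD, cutoff set per screening run, cut at about 20% in these data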;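 note: peak over basal fluorescence ratio from a 100 s FLIPR kinetic read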
# GPR7 antag = antagonists of human GPR7 (neuropeptides B/W receptor 1); P48145; GPR7-expressing cells, fluorescence antagonist assay; inhibition, % at 4.4 µM; 290,000 tested, 1.1% active; AID 1861; in the data active = inhibition above about 16%, passing the limit was not always enough;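 note: cells stimulated with the agonist NPW; 0% = agonist with vehicle and 100% = vehicle without agonist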
# V1R ag counter = counter-screen for oxytocin receptor agonists: human V1a receptor agonists; 320,000 tested, 0.25% active; P37288; activation, % at 3 µM; AID 2797; CHO-V1R cells, Fluo-8 calcium fluorescence, agonist mode; 0% DMSO, 100% 3 nM vasopressin;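 active = activation above the mean activation of all tested compounds plus 3 SD, per screening run, cut at about 20% in these data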;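 note: signal is peak over basal fluorescence ratio across a 100 second FLIPR read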
# Target sequence (P37288 whole entry, looked up): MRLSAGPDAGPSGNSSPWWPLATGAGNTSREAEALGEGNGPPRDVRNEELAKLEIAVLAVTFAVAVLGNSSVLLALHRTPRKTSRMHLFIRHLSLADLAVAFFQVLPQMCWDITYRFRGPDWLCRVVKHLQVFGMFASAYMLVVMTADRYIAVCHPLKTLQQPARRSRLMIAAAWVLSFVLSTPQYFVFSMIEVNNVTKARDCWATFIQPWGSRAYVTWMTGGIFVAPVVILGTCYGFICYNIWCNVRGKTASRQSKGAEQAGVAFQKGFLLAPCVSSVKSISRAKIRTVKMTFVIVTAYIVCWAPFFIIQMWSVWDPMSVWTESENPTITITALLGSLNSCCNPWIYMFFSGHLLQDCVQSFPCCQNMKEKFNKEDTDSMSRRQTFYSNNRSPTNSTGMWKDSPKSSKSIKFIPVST
# NALP1 yeast inh = inhibitors of NALP1 inflammasome in yeast; S. cerevisiae NALP1/ASC/caspase-1 growth, X-gal OD620, 72 h; inhibition, % at 10 µM; 280,000 tested, 0.61% active; in the data active = inhibition mostly above about 24%, no sharp cut-off; inactive = mostly below about 32%; note: some compounds called inactive have numbers as strong as hits
# M18AAP inhibitor = PfM18AAP enzyme inhibition; AID 1822; inhibition, % at 7.35 µM; 290,000 tested, 1.2% active; recombinant PfM18AAP, H-Glu-NHMec fluorogenic cleavage;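 active = inhibition above the campaign mean inhibition over all tested compounds plus 3 SD, cut at about 28% in these data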;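 note: 0% = plate median of test compound wells and 100% = 2 mM ZnCl2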
# MEKK2 WT-MEK5 = raises or lowers MEK5 binding to wildtype human MEKK2 PB1 domain. bead flow cytometry, Alexa488-MEK5 binding to MEKK2 WT; actives lie on both sides. 290,000 tested, 1.1% active. Q9Y2U5. binding response (% of control), % at 10 µM. AID 1531; in the data active = binding response below about 67% or above about 130%
# The depositor's hits bear a star; · = no result given; [ ] = dose if it differs, or a comment.
# Results follow in this order: MEKK2mut PB1 HTS	GalR3 antagonist	OXTR potentiator	OXTR ag	GPR7 antag	V1R ag counter	NALP1 yeast inh	M18AAP inhibitor	MEKK2 WT-MEK5
- COc1ccc(/C=C2\SC(=O)N(CCNC(=O)CN3C(=O)NC4(CCCC4)C3=O)C2=O)cc1
 : ·	-4	-7	-1.4	·	-0.9	·	·	·
- O=C(Nc1ccc(S(=O)(=O)Nc2ncccn2)cc1)c1cccc(S(=O)(=O)N2CCCC2)c1
 : 7	-4	-14	-0.4	-15	0.1	·	-9	113
- Cc1ccc(C(=O)N2CCCCC2C(=O)O)cc1S(=O)(=O)N1CCCCC1 (configuration not stated)
 : ·	-8	5	1.6	·	1.6	·	·	·
- COc1ccc(NC(=O)C(c2cc3c(cc2[N+](=O)[O-])OCO3)N(C)C)cc1 (configuration not stated)
 : -1	3	-8	-0.9	-2	0.5	24	19	102
- CC(=O)N(NC(=O)c1ccc(C)cc1)C1CC(=O)N(c2ccccc2Cl)C1=O (configuration not stated)
 : -5	0	-7	-2.2	14	-1.1	31	-18	95
- CN(C)S(=O)(=O)N1CCC(c2ccc(F)cc2)C(COc2ccc3c(c2)OCO3)C1 (configuration not stated)
 : 0	-5	-18	-0.9	33	0.0	32	-6	103
- CCOc1ccc(OCC)c(NC(=O)C2CCN(S(=O)(=O)c3cnc[nH]3)CC2)c1
 : 4	-5	-8	-0.2	11	-0.5	21	-5	111
- CC1CCCC(NC(=O)CN(C)CC(=O)Nc2ccc(F)cc2)C1C (configuration not stated)
 : ·	-8	-5	1.4	·	0.0	·	·	·
- Cc1onc(-c2ccccc2)c1C(=O)NCc1ccc2c(c1)OCO2
 : 1	-2	4	-0.8	1	-0.3	25	3	-6.0*[inhibitor]
- Cc1ccc(S(=O)(=O)N2[C@@H](c3ccc(Br)cc3)C(C(=O)O)=C[C@H]2CC2CCCC2)cc1
 : ·	-4	-5	0.9	·	3.2	·	·	·
- CN(c1ccccc1)S(=O)(=O)c1cccc(C(=O)OCC(=O)NCc2ccco2)c1
 : -7	-4	-9	-1.3	1	0.7	24*	-5	95
- CCc1nnc(NC(=O)CCC(=O)NC2CCCCCC2)s1
 : 6	-7	1	0.7	-3	0.8	-24	5	102
- COc1ccccc1-c1nnc(SCC(=O)Nc2cccnc2Cl)n1C
 : ·	0	-4	1.1	·	0.8	·	·	·
- CCSc1nnc(NC(=O)c2cccnc2)s1
 : -7	-3	3	0.5	-9	-0.2	18	-5	97
- CCOC(=O)C1=C(COC(=O)COc2ccccc2C#N)NC(=O)NC1C (configuration not stated)
 : ·	-1	-3	-0.2	·	0.3	·	·	·
- CCc1ccc2c(c1)c(N=NC1=NC(=O)CS1)c(O)n2C
 : ·	-6	-1	-1.3	5	-1.2	6	-5	·
- CCOC(=O)N1CCN(C(=O)COC(=O)CSc2cc(C)c(Br)cc2C)CC1
 : ·	0	-10	3.3	·	6.7	·	·	·
- COc1cc(C(=O)NC(=S)Nc2ccccc2N2CCCC2)cc(OC)c1OC
 : -8	-5	-6	-2.9	-20	-1.9	-7	10	97
- O=C(NCc1ccccc1)c1ccc(Cl)nc1
 : -5	-2	-9	-0.3	-4	1.1	14	3	96
- CCOC(=O)C(NCc1ccccc1OC)(NC(=O)CC)C(F)(F)F (configuration not stated)
 : 7	-2	-3	-0.7	-4	-0.1	-10	-2	115
- c1ccc(SCc2nc3ccccc3s2)nc1
 : 1	-9	-15	-1.0	16	0.0	32	7	101
- COc1ccc(/C=C2\N=C(C)N(c3ccc4ccccc4c3)C2=O)cc1OC
 : 2	2	-1	-1.1	-13	0.5	6	-6	102
- CC(C)c1ccc(NC(=O)N2CCC(c3nc4ccccc4o3)CC2)cc1
 : 3	·	-9	1.0	-10	2.5	-5	-7	100
- CCc1ccc2nc3n[nH]c(N)c3cc2c1
 : 1	-3	5	-2.2	0	-0.8	10	5	102
- Cc1cc(C)cc(N(C(=O)Cn2nnc3ccccc32)C(C(=O)NCc2ccco2)c2ccncc2)c1 (configuration not stated)
 : -11	-4	-12	-0.5	-3	0.3	5	2	90
- O=C(Nc1ccccc1N1CCCCC1)c1ccc(F)c(S(=O)(=O)N2CCOCC2)c1
 : ·	-4	-6	-1.9	·	-1.1	·	·	·
- COc1ccc(C(CNC(=O)c2cccc(S(=O)(=O)N3CCCC3)c2)N2CCCC2)cc1 (configuration not stated)
 : ·	5	3	0.9	·	0.3	·	·	·
- Cc1ccc(S(=O)(=O)Nc2ccc(S(=O)(=O)Nc3nccs3)cc2)c([N+](=O)[O-])c1
 : -3	-7	-2	1.5	16	1.1	14	4	101
- Oc1ccc(-c2nc3ncccn3c2Nc2ccc3c(c2)OCO3)cc1
 : 1	-1	-6	-0.3	-4	-0.1	-3	17	101
- COc1ccc2[nH]cc(CCNC(=O)c3ccc4ccccc4n3)c2c1
 : 8	-11	-3	-1.4	11	-0.4	2	3	105

# Record cards (already shown). Order of values: MEKK2mut PB1 HTS	GalR3 antagonist	OXTR potentiator	OXTR ag	GPR7 antag	V1R ag counter	NALP1 yeast inh	M18AAP inhibitor	MEKK2 WT-MEK5
# Shown for CCOC(=O)C(NCc1ccccc1OC)(NC(=O)CC)C(F)(F)F (configuration not stated) : 7	-2	-3	-0.7	-4	-0.1	-10	-2	115
# Shown for CCc1nnc(NC(=O)CCC(=O)NC2CCCCCC2)s1 : 6	-7	1	0.7	-3	0.8	-24	5	102

# Structural class: the compounds so far containing an aryl thioether with sulfur outside any ring
# Results follow in this order: MEKK2mut PB1 HTS	GalR3 antagonist	OXTR potentiator	OXTR ag	GPR7 antag	V1R ag counter	NALP1 yeast inh	M18AAP inhibitor	MEKK2 WT-MEK5
- COc1ccccc1-c1nnc(SCC(=O)Nc2cccnc2Cl)n1C
 : ·	0	-4	1.1	·	0.8	·	·	·
- CCSc1nnc(NC(=O)c2cccnc2)s1
 : -7	-3	3	0.5	-9	-0.2	18	-5	97
- CCOC(=O)N1CCN(C(=O)COC(=O)CSc2cc(C)c(Br)cc2C)CC1
 : ·	0	-10	3.3	·	6.7	·	·	·
- c1ccc(SCc2nc3ccccc3s2)nc1
 : 1	-9	-15	-1.0	16	0.0	32	7	101

# Of the compounds above, two contain a nitro group on carbon:
# Results follow in this order: MEKK2mut PB1 HTS	GalR3 antagonist	OXTR potentiator	OXTR ag	GPR7 antag	V1R ag counter	NALP1 yeast inh	M18AAP inhibitor	MEKK2 WT-MEK5
- COc1ccc(NC(=O)C(c2cc3c(cc2[N+](=O)[O-])OCO3)N(C)C)cc1 (configuration not stated)
 : -1	3	-8	-0.9	-2	0.5	24	19	102
- Cc1ccc(S(=O)(=O)Nc2ccc(S(=O)(=O)Nc3nccs3)cc2)c([N+](=O)[O-])c1
 : -3	-7	-2	1.5	16	1.1	14	4	101

# Next section.
# Results follow in this order: MEKK2mut PB1 HTS	GalR3 antagonist	OXTR potentiator	OXTR ag	GPR7 antag	V1R ag counter	NALP1 yeast inh	M18AAP inhibitor	MEKK2 WT-MEK5
- Cc1[nH]n(-c2ccccc2)c(=O)c1N=Nc1cccc([N+](=O)[O-])c1
 : 0	-5	-5	0.2	-4	0.0	17	1	96
- CCCCCN1C(=O)/C(=C/c2c(N3CCc4ccccc4C3)nc3ccccn3c2=O)SC1=S
 : ·	6	-2	0.2	·	-0.5	·	·	·
- CCOC(=O)C1=C(COC(=O)COc2ccc(Br)cc2)NC(=O)NC1C (configuration not stated)
 : ·	1	-12	-0.9	·	-0.1	·	·	·
- O=C(Nc1ccccc1C(=O)O)c1ccccc1
 : -3	-6	-3	-1.2	6	-0.5	-3	2	96
- CCN(CC(=O)NCc1ccc(F)cc1)C(=O)/C=C/c1cc(OC)ccc1OC
 : -2	-2	·	·	-3	·	-6	1	100
- CCC(c1nnc(SCC(=O)Nc2ccc(S(N)(=O)=O)cc2)n1Cc1ccccc1)N(C)C (configuration not stated)
 : -1	0	-21	-0.4	-6	0.0	0	0	96
- CCN1CCN(C(=O)Cn2ncc3c([nH]c4ccc(C)cc43)c2=O)CC1
 : 0	-7	-2	-0.2	-8	0.2	-7	1	100
- O=C(CCCl)Nc1nnc(SCC(=O)NC2CCCC2)s1
 : 1	-4	-7	0.3	2	1.8	-5	-1	95
- COc1ccc(N2CCN(C3CCCN(Cc4ccc(F)cc4Cl)C3)CC2)cc1 (configuration not stated)
 : 8	-12	-9	-1.7	-20	0.8	17	-1	106
- COCCn1c(SCC(=O)NC2CCCC2)nc2c(c1=O)SCC2
 : 2	2	-9	-0.3	9	-1.2	18	0	106
- C=C(C)Cc1c(C)c(C#N)c2[nH]c3ccccc3n2c1=O
 : 3	-10	-15	9.2	-12	13	16	5	104
- CCOc1cccc(C2/C(=C(\O)c3ccc4c(c3)OCCO4)C(=O)C(=O)N2Cc2ccncc2)c1 (configuration not stated)
 : 11	-7	2	0.3	0	1.2	-28	4	108
- CCOc1ccc(NC(=O)CN(C)C(=O)CC2CCCCC2)cc1OCC
 : ·	-2	-1	-1.3	·	-0.1	·	·	·
- COC(=O)c1cc(C)sc1NC(=O)CN1CCN(C(=O)c2ccco2)CC1
 : -8	-3	-16	-0.3	-2	0.5	24	1	92
- COc1cc2[nH]c(=S)n(CC3CCCO3)c(=O)c2cc1OC (configuration not stated)
 : 8	-1	-2	-0.2	-14	0.1	-8	-5	104
- CC(NC(=O)Cn1c(NCCO)nc2ccccc21)c1ccccc1 (configuration not stated)
 : 5	1	-7	-0.2	-1	1.0	2	2	100
- Cc1cccc(C)c1OCC(O)Cn1c2ccccc2c2ccccc21 (configuration not stated)
 : 0	2	-14	-1.2	-6	0.8	10	-1	107
- CN1CCc2c(sc3c2c(=O)n(-c2ccc(Cl)cc2)c2nncn32)C1
 : 4	-3	-4	-0.7	-18	-0.1	-17	-18	114
- CCOc1ccc(CNC(=O)Cn2nc(C)c3c(C)n(-c4ccc(C)cc4)nc3c2=O)cc1
 : 6	-10	-2	-2.3	-16	-1.4	8	2	105
- Cn1c(=O)c2c(nc(NC3CCCC3)n2C)n(C)c1=O
 : 4	-12	-11	-0.1	-7	-0.2	-8	0	103
- COC(=O)/C=C1\SC(=NC(=O)c2ccc(-c3ccccc3)cc2)NC1=O
 : ·	-4	-2	-0.2	·	1.8	·	·	·
- CCCCCc1ccc(-c2ccc(=O)[nH]n2)cc1
 : ·	5	-3	-1.7	3	-0.1	3	-5	·
- N#Cc1c(NC(=O)CSc2nc3c(c(C(F)(F)F)n2)CCc2ccccc2-3)sc2c1CCCC2
 : 2	-4	-6	0.5	-14	0.4	35	-3	90
- O=C(NCC1CCCO1)c1ccc(CNS(=O)(=O)c2cccc(Cl)c2)cc1 (configuration not stated)
 : 3	0	2	0.8	5	1.5	16	0	101
- O=S(=O)(c1ccccc1)N(CC1CO1)c1cc(Cl)ccc1Cl (configuration not stated)
 : 0	-9	-8	-2.4	-21	0.1	-12	2	100
- Cc1cccc(-c2nc(C#N)c(NC3CCCCC3)o2)c1
 : 1	-3	-15	-2.4	-8	-2.0	10	3	103
- O=C(NCC(F)(F)F)Nc1nnc(C(F)(F)F)s1
 : 5	0	-12	7.5	-13	11	-3	7	94

# High-throughput results deposited in PubChem BioAssay by several laboratories.
